# Assay outcomes: PubChem BioAssay, Sanford-Burnham Center for Chemical Genomics
# hIAP inh: human IAP inhibition. purified IAP, CDP-Star luminescence, 30 min. inhibition, % at 10 µM. actives 0.12% (n = 330,000). AID 2544;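 active means inhibition reaching a set limit with compound at 10 µM in the primary screen, cut at about 35% in these data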;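 further: plate controls were DMSO wells with enzyme for no effect and no-enzyme buffer wells for full effect; values of inactives mirror those of a sister screen read the other way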
# ATG4B inhibitor: blocks human ATG4B protease cleavage of LC3 substrate | Q9Y4P1 | ATG4B cleavage of LC3-PLA2, NBD-HPC fluorescence, 1 h | inhibition, % at 8.33 µM | actives 0.51% (n = 340,000) | AID 504462; in the data active means inhibition above about 40%
# Target sequence (Q9Y4P1 whole entry, looked up): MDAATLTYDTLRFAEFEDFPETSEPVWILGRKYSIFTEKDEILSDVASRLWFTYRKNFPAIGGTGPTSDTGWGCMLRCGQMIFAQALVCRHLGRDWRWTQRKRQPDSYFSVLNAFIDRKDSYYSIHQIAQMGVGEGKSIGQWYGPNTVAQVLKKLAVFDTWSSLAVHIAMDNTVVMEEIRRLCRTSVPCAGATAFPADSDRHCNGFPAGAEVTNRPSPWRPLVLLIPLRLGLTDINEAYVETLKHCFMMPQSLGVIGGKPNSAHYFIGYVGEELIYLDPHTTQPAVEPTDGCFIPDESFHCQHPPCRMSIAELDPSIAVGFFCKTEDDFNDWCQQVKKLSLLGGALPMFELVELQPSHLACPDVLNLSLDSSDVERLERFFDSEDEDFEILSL
# MPTP block: blocks calcium-induced mitochondrial swelling; AID 602449; inhibition, % at 10 µM; isolated mouse mitochondria, Ca2+ swelling absorbance, 30 min; actives 1.4% (n = 360,000);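 active means inhibition of 50% or more, scaled per plate between neutral and stimulator controls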;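 further: 0% = DMSO wells given calcium and 100% = 1 mM EGTA wells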
# beta cell repl: induces beta-cell replication in MIN6 cells | MIN6 cells proliferation, ATPlite luminescence, 48 h; cells starved in 0.2% serum; 100% = growth in 10% serum | proliferation, % at 10 µM | actives 0.29% (n = 330,000);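 active means compounds whose signal lies at least 3.5 SD above the mean of all wells on their plate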;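 further: 0% = DMSO-treated cells in low-serum medium and 100% = 10% serum control; some compounds called inactive have numbers as strong as hits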
# mIAP act: mouse IAP activation; actives 0.24% (n = 330,000); muIAP, CDP-Star luminescence, 30 min; active compounds read high; 1 = vehicle-only enzyme signal, 0 = enzyme-free wells; activation factor at 10 µM;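 active means activation factor of at least 2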; further: the source names both 10 and 20 µM as test concentration; values of inactives mirror those of a sister screen read the other way
#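 System: mouse IAP enzyme. Reagent: CDP-Star chemiluminescent phosphatase substrate. Benchmarks: DMSO wells, no-enzyme wells. Times: 30 min enzyme-substrate-compound incubation at room temperature. Detection: luminescence from enzymatic CDP-Star hydrolysis. Doses: test compounds delivered from DMSO solution.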
# APOBEC3A inh: human APOBEC3A DNA deaminase inhibition; P31941; recombinant A3A, FAM/TAMRA ssDNA deamination fluorescence; inhibition, % at 20 µM; actives 0.41% (n = 330,000); AID 493011;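 active means at least 40% inhibition at 20 µM here, with at most 30% in a related deaminase screen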;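 further: plate controls were A3A with DMSO for no effect and wells lacking A3A enzyme for full effect; some results filed as inactive read as strong as hits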
# Target sequence (P31941 whole entry, looked up): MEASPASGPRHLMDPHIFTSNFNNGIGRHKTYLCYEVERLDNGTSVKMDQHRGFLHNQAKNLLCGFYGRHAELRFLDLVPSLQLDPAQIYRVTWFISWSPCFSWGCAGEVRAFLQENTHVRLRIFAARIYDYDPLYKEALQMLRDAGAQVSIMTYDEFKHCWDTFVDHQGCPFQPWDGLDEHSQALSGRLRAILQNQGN
# APOBEC3G inh: blocks human APOBEC3G single-stranded DNA deamination; recombinant A3G, ssDNA deamination FAM/TAMRA fluorescence; inhibition, % at 20 µM; actives 0.28% (n = 330,000);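 active means inhibition of at least 40% at 20 µM, with no more than 30% in the related APOBEC3A deaminase screen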;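 further: plate controls were DMSO wells with A3G for no effect and wells lacking A3G enzyme for full effect; some compounds called inactive have numbers as strong as hits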
# Target sequence (Q9HC16 whole entry, looked up): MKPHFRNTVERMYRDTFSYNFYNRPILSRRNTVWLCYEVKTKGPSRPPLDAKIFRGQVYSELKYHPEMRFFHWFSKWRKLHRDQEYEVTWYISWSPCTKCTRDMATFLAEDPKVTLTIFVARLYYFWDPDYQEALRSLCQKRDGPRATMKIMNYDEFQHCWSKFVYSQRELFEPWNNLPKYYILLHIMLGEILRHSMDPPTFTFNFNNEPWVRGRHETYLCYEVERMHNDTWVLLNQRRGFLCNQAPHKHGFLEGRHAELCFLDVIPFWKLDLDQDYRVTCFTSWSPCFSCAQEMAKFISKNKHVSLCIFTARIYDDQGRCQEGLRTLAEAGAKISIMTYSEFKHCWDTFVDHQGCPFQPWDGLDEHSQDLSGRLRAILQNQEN
# mIAP block: mouse IAP inhibition; purified mouse IAP, CDP-Star luminescence, 30 min; inhibition, % at 10 µM; actives 0.2% (n = 330,000); AID 2806;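 active means inhibition of at least 40% at 10 µM in the primary screen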;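 further: plate controls were DMSO with enzyme for no effect and no enzyme wells for full effect; values of inactives mirror those of a sister screen read the other way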
# hIAP act: increases human intestinal alkaline phosphatase activity; purified human IAP, CDP-Star luminescence, 30 min; active compounds read high; 1 = vehicle-only enzyme, 0 = enzyme-free background; activation factor at 10 µM; actives 0.16% (n = 330,000); AID 2524;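 active means activation factor of the enzyme at least 2-fold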; further: the source names both 10 and 20 µM as test concentration; values of inactives mirror those of a sister screen read the other way
# * = called active by the depositor.
SMILES,hIAP inh,ATG4B inhibitor,MPTP block,beta cell repl,mIAP act,APOBEC3A inh,APOBEC3G inh,mIAP block,hIAP act
COc1ccc(C(C(=O)NC2CCCCC2)N(CC2CCCO2)C(=O)CCCC(=O)Nc2ccccn2)cc1 (centres undefined),3,-6,0.9,0,1.1,2,-4,-5,0.97
O=C(Nc1ccc(Cl)cn1)c1ccc2c(Cl)c3c(nc2c1)CCC3,7,11,8.1,-5,0.94,2,-7,6,0.93
CCOCCn1ccc2c(OCC(=O)NCCc3ccc(OC)c(OC)c3)cccc2c1=O,-5,-13,-1.0,6,0.99,-4,-6,1,1.1
O=C(Nc1cccnc1)Nc1ccc(Cl)cc1Cl,-34,-8,49,-3,1.3,-2,-6,-29,1.3
CSc1ccccc1C(=O)C1CCCN(C(=O)c2cc(C(C)C)no2)C1 (centres undefined),12,11,0.8,0,0.85,1,-10,15,0.88
CN(Cc1ccccc1)C(=O)COC(=O)Cn1cnc2ccccc21,-6,-4,3.6,2,0.93,4,-2,8,1.1
COc1ccc(OCC(=O)Nc2c3c(nn2C(C)(C)C)CS(=O)(=O)C3)cc1,-14,0,0.4,4,0.98,1,-2,2,1.1
Cc1c(Nc2nc(-c3ccc(Cl)cc3)cs2)c(=O)n(-c2ccccc2)n1C,-19,-2,1.6,0,0.93,-7,-10,7,1.2
CCOC(=O)c1sc(S(C)=O)c2c1CCc1conc1-2 (centres undefined),-17,-6,-1.6,-3,1.1,-5,11,-11,1.2
O=C(CCn1cnnn1)Nc1ccc(Cl)cc1Cl,-16,-3,0.7,-2,0.98,-3,-1,2,1.2
Cc1ccc(C(C)NC(=O)c2ccco2)cc1 (centres undefined),10,5,-1.4,1,1,-1,-2,0,0.9
C/C=C/Cn1c(N(C)Cc2ccccc2)nc2c1c(=O)[nH]c(=O)n2C,8,-3,-0.3,5,1.1,-1,-5,-6,0.92
O=C(c1cccs1)c1coc2ccc(O)cc12,7,-15,0.7,0,0.96,-3,-1,4,0.93
O=C1N2c3ccccc3CCc3cccc(c32)C1(O)C(F)(F)F (centres undefined),13,8,2.4,-3,1,-8,-8,-3,0.87
O=c1[nH]ncc(N/N=C\c2cccnc2)c1Cl,2,6,0.4,0,1,-3,-6,0,0.98
COc1cc(NC(=O)c2cc([N+](=O)[O-])ccc2NC(=O)CNC2CCCCC2C)cc(OC)c1 (centres undefined),17,-8,0.5,-5,0.9,1,-10,10,0.83
O=C(CO/N=C/c1ccccc1OC(F)F)NC1CCCC1,-5,-4,-2.2,3,0.96,-1,-2,4,1.1
CC(C)CN(CC(C)C)S(=O)(=O)N1CCC(C(=O)NCCN2CCOCC2)CC1,-7,4,0.0,-5,0.93,2,0,7,1.1
O=C(CNC(=S)NC(=O)c1cccs1)c1ccccc1,10,9,2.3,-2,0.8,-7,-9,20,0.9
O=C(CN1CCN(c2ccccc2F)CC1)c1ccc2cc[nH]c2c1,4,1,-0.5,2,1.1,-1,-2,-8,0.96
CCCOc1c(Br)cc(C(=O)OCC(=O)NC(=O)c2cccn2C)cc1OC,6,-10,-0.5,-2,1,-3,-4,0,0.94
N#CCc1nc(CSc2nc3ccccc3o2)cs1,-7,-1,0.3,-2,0.91,-4,-7,9,1.1
CCOc1ccc(-c2nnn(CCC#N)n2)cc1OC,-11,-5,-0.3,2,1.1,-1,-3,-6,1.1
COCCN1CCN(C(=O)c2cc(COc3cc(C)ccc3C)on2)CC1,-17,-3,-1.1,4,1,-7,-7,-1,1.2
O=C(CCc1c[nH]c2ccccc12)NCC1COc2ccccc2O1 (centres undefined),6,-7,-0.7,-1,0.94,1,0,6,0.94
O=C(NCCC(=O)N1CCN(c2ccccn2)CC1)c1ccc([N+](=O)[O-])cc1,14,-3,-1.6,-1,1,-1,-3,-1,0.86
Oc1ccc(-c2[nH]ncc2-c2cnn(-c3ccccc3)c2)c(O)c1,-27,-7,0.0,-1,1,-2,-12,-2,1.3
O=C(NC1CCCCCC1)C(=S)NCCc1ccccc1,-21,2,0.2,-2,0.97,3,38,3,1.2
COc1ccc(O)c(/C=N\NC(=O)CCn2nnc3ccccc32)c1,-70,-27,10,-3,1,2,6,-2,1.7
C/C(=N\O)C1/C(=N/O)CC2C1C2(C)C (centres undefined),17,-5,0.4,0,0.96,-1,-8,4,0.83
O=C(c1cccc(NS(=O)(=O)c2ccc(F)c(F)c2)c1)N1CCN(C(c2ccccc2)c2ccccc2)CC1,-2,-26,10,-6,1,-2,-5,-2,1
O=C(CN1CCN(c2ccc(F)cc2)CC1)Nc1ccc(-n2cnnn2)cc1,31,5,-1.1,-3,0.93,-3,-8,7,0.69
CCCOc1ccc(NC(N)=O)cc1OCCC,-7,-9,0.3,0,1.2,-1,-4,-23,1.1
O=C(NCc1nnc(SCC(=O)N2CCCc3ccccc32)o1)c1c(F)cccc1Cl,11,-6,0.9,-4,0.93,5,-8,7,0.89
CCOC(=O)CCC(NC(=O)CCCCCCCCC(=O)NC(CCC(=O)OCC)C(=O)OCC)C(=O)OCC (centres undefined),6,-1,0.0,1,1,5,0,0,0.94
O=C(NCc1nnc2c3ccccc3c(-c3ccccc3)nn12)c1ccccc1Cl,14,-6,-1.8,-1,0.9,-1,-6,10,0.86
CC(C)c1nccn1S(=O)(=O)c1cc(Cl)ccc1Cl,6,-8,-1.4,0,0.97,-14,-7,2,0.94
Cc1[nH][nH]c(=O)c1C=NCc1cccs1,9,6,-0.9,-2,0.94,-3,-3,6,0.91
CCN1CCc2c(C#N)c(N3CCOCC3)nc(N3CCOCC3)c2C1,-14,0,-1.0,-2,1,-3,8,-2,1.1
CCOc1ccc2[nH]c3ncccc3c(=O)c2c1,-3,0,0.8,-2,0.95,0,-3,4,1
Cc1cccc(NCc2ccccc2OCc2ccccc2F)c1,9,24,3.5,-2,0.93,1,1,7,0.91
COc1ccc(OC)c(-c2c(C#N)c(N)nc3c2c(=O)nc2sccn23)c1,6,-11,-0.2,6,1,0,-11,0,0.94
COCCNC(=O)c1cc(-c2ccc(Cl)c(Cl)c2)on1,16,3,1.5,-3,0.91,-3,-5,9,0.84
C=CCNc1nc(C)c(C(C)=O)cc1C#N,-14,2,0.8,0,1.1,2,2,-15,1.1
Cc1ccc(OCC(=O)Nc2cc(S(=O)(=O)N3CCCCC3)ccc2C)c([N+](=O)[O-])n1,15,1,0.8,0,0.96,2,-3,4,0.85
O=C(CCNC(=O)c1ccccc1Cl)Nc1cc(C(F)(F)F)ccc1Cl,-1,0,0.4,-1,1.1,-3,-2,-7,1
O=C(O)CN1C(=O)SC(Nc2ccc(Cl)cc2)C1=O (centres undefined),-1,-8,-2.5,-1,0.99,1,-3,1,1
CCSCCNC(=O)c1cncc(Br)c1,-4,0,-0.1,-3,1.1,-2,-3,-6,1

# Full records as entered above. Order of screens: hIAP inh | ATG4B inhibitor | MPTP block | beta cell repl | mIAP act | APOBEC3A inh | APOBEC3G inh | mIAP block | hIAP act
# COCCNC(=O)c1cc(-c2ccc(Cl)c(Cl)c2)on1 reads 16 | 3 | 1.5 | -3 | 0.91 | -3 | -5 | 9 | 0.84
# COc1ccc(OC)c(-c2c(C#N)c(N)nc3c2c(=O)nc2sccn23)c1 reads 6 | -11 | -0.2 | 6 | 1 | 0 | -11 | 0 | 0.94

# Next section:
SMILES,hIAP inh,ATG4B inhibitor,MPTP block,beta cell repl,mIAP act,APOBEC3A inh,APOBEC3G inh,mIAP block,hIAP act
Cc1cc(OCC(=O)NNC(=O)CCc2ccccc2)ccc1Br,-41,-2,-0.8,-3,1,4,5,-2,1.4
c1ccc(N2CCN(Cc3ccsc3)CC2)nc1,-52,-3,-0.4,-2,1.1,1,9,-13,1.5
COc1cccc(C(=O)COc2cccc(NC(=O)c3ccco3)c2)c1,-11,0,-1.0,-3,1,-1,-10,-3,1.1
CC(=O)c1ccc(NS(=O)(=O)c2cc3c(cc2C)N(C(C)=O)CCO3)cc1,13,7,-0.7,-1,0.98,0,-3,2,0.87
COCCNC(=O)c1cc2sc3ccccc3c2s1,-14,-1,1.7,-3,1.1,-3,-7,-11,1.1
O=C(c1ccco1)N1CCCC(c2nc3c(nnn3Cc3ccc(Cl)cc3Cl)c(=O)[nH]2)C1 (centres undefined),8,20,0.5,-2,0.93,-2,-10,7,0.93
COc1ccc(Br)cc1/C=N/NC(=O)c1cccc(S(=O)(=O)N2CCOCC2)c1,-3,-8,-2.6,3,0.94,0,-3,6,1
O=C(Nc1ccc2sccc2c1)c1ccc(Cl)s1,1,4,0.6,1,1.1,0,-4,-6,0.99
Cc1c(NC(=O)CN2CCN(c3ccccc3)CC2)c(=O)n(-c2ccccc2)n1C,-2,-6,17,-3,0.94,-3,-2,6,1
Nc1ccc(C(=O)N2CCCC2)cc1,3,11,-1.4,-1,0.95,-2,-3,5,0.97
Cc1c(NCc2ccncc2)cccc1C(=O)O,-7,4,0.3,0,1.1,-7,-5,-14,1.1
COc1cccc2[nH]c3ccccc3c(=O)c12,-6,-4,0.1,-2,0.99,-6,-6,1,1.1
CC(NC(=O)c1ccncc1)C(C)(C)C (centres undefined),-12,4,-1.6,-3,1,2,1,-1,1.1
CSc1nncn1/N=C/c1cc(Cl)ccc1F,1,-6,-0.2,-1,1,-4,-4,0,0.99
Cn1c(=O)n(CCO)c(=O)c2c1nc(Br)n2Cc1ccccc1,-4,-1,-0.3,0,1,-1,-6,-2,1
CCn1cc(S(=O)(=O)CC(=O)NC2CCCCC2)c2ccccc21,-3,-12,1.5,1,1.1,1,0,-14,1
O=C(CCC(=O)NNC(=O)Nc1cccc(Cl)c1)NCc1ccccc1,-13,-3,1.1,0,0.93,-5,-9,7,1.1
Cc1ccnc(NC(=O)CCC(=O)N(CC(=O)NCC2CCCO2)Cc2ccc(F)cc2)c1 (centres undefined),-11,-2,-1.0,-1,1.1,-3,-7,-5,1.1
O=C(NCCCN1CCOCC1)c1onc(CSc2ccc(F)c(F)c2)c1C(=O)NCCCN1CCOCC1,9,-5,0.6,-5,0.99,2,0,1,0.91
CCC1(c2ccc(Cl)cc2)NC(=S)N(c2ccc(C)cc2)N1 (centres undefined),10,5,5.0,-3,0.91,1,-6,9,0.9
c1cncc(-c2nn3c(Cn4nnc5ccccc54)nnc3s2)c1,2,-3,-3.8,0,0.88,6,22,12,0.98
CC1(C)Cc2c(c(-c3ccco3)nc3sc4c(NCCN5CCOCC5)ncnc4c23)CO1,2,-27,0.6,-6,0.9,-1,-6,10,0.98
O=C(COC(=O)/C=C/c1ccc(OC(F)F)cc1)NC1CCCCCCC1,-6,6,-1.0,-1,1.1,0,-6,-7,1.1
COc1cccc(/C=N\n2c(C)nnc2C)c1OC,-10,-1,5.4,2,1,-4,-5,-2,1.1
COc1ccc(-c2noc(CSc3nc4ccccc4c(=O)n3-c3ccccc3)n2)cc1OC,2,-1,3.3,2,0.98,-2,-6,2,0.98
O=C(Nc1ccccc1)NC(Cc1ccc(O)cc1)C(=O)O (centres undefined),0,2,0.1,2,1.1,0,-5,-8,1
O=S(=O)(NCCCO)c1ccc2c(c1)Cc1cc(S(=O)(=O)NCCCO)ccc1-2,-9,-4,-4.8,-1,1,-4,-3,-2,1.1
CCCCCCOC(=O)Cc1c(C)nc(N)[nH]c1=O,-6,-7,0.8,-2,1,-1,0,-3,1.1
